AmpC no deterg: blocks E. coli AmpC beta-lactamase in detergent-free assay. P00811. AmpC nitrocefin hydrolysis, absorbance 480 nm, 0.0001% Triton. Potency, µM (top dose mostly 57.1 µM), without a hit: at the highest dose activity change, negative = inhibition, actives largely listed as inhibitors. 0.52% of 330,000 active. AID 485341;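 note: potency is the fitted concentration of half-maximal effect; plate controls were no compound for no effect and no enzyme for full effect; nearly all actives have a fitted effect of over 20% in size; some results filed as inactive show a strong effect at the top dose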
Target sequence (P00811 whole entry, looked up): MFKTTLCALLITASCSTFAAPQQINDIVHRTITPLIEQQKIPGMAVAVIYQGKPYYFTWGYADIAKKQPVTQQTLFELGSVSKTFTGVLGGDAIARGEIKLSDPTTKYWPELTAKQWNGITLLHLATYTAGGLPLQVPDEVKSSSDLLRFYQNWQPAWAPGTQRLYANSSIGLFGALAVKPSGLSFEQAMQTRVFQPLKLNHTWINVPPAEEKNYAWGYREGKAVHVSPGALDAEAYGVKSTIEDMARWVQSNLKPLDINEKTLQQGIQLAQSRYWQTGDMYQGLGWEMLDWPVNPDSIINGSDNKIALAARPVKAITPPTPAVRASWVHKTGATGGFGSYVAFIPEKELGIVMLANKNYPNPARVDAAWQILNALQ
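AmpC (5.3 nM in the dispensed reagent) in 20 mM phosphate pH 7.0 with 0.01% (detergent screen) or 0.0001% Triton X-100 was preincubated with compounds for 15 min at room temperature. Nitrocefin was then added from an 800 uM solution, and hydrolysis was followed at 480 nm.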
FBPA Giardia inh: blocks Giardia fructose-bisphosphate aldolase activity; A8B2U2; purified Giardia FBPA; Potency, µM (highest dose often 59.6 µM), for inactives: at the highest dose activity, negative = inhibition, hits mostly inhibitors; 0.71% of 290,000 active; AID 2451; note: potency is the fitted concentration of half-maximal effect; nearly all actives have a fitted effect of over 55% in size
Target sequence (A8B2U2 whole entry, looked up): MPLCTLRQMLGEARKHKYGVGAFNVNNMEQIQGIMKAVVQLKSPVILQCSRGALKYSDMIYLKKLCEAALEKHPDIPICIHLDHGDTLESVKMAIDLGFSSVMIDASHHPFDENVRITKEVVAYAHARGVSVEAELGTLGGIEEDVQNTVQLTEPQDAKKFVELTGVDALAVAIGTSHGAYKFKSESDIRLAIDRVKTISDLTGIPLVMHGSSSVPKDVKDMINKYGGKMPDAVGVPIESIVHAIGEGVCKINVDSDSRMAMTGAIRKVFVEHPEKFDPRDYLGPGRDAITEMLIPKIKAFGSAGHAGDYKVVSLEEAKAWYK
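40 nM FBPA preincubated 10 min at RT with compound (up to 57.5 uM final), then substrate plus GAPDH/TPI/NAD/arsenate coupling and diaphorase/resazurin added. Fluorescence read after 20 min at RT, 525/598 nm.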
Sm TGR block: S. mansoni TGR enzyme inhibition | Potency, µM (doses to about 114 µM), for the others: top-dose activity change, negative = inhibition, usual class: inhibitors | AID 485364 | purified TGR, DTNB reduction, TNB absorbance 405 nm | 3% of 360,000 active | Q962Y6; note: potency is the fitted concentration of half-maximal effect; nearly all actives have a fitted effect of over 60% in size
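First, TGR (20 nM dispensed) and NADPH were mixed with compound. Second, a 15 min room-temperature incubation followed. Third, further NADPH and then DTNB were added to start the reaction. Finally, TNB absorbance was monitored kinetically.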
HCV inh: inhibitors of hepatitis C virus infection; Huh7.5.1 HCVcc-Cre infection, luciferase reporter, 44 h; Potency, µM (top dose mostly 41.8 µM), without a hit: top-dose activity change, negative = inhibition, actives largely listed as inhibitors; 3.4% of 340,000 active; AID 651820; note: potency is the fitted concentration of half-maximal effect
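Infectious HCV cell culture screen: compound-treated cells (1,000/well, pre-plated 4 h) are infected with HCVcc-Cre at roughly 0.5 moi and grown 44 h. Infection is quantified by luciferase signal after 15 min substrate incubation at room temperature.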
AmpC inh detg: AmpC beta-lactamase inhibition with detergent present | AID 485294 | Potency, µM (series often up to 114 µM), inactives show at the highest dose activity change, negative = inhibition, usual class: inhibitors | P00811 | 0.041% of 370,000 active | AmpC hydrolysis of nitrocefin, absorbance 480 nm, 0.01% Triton;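 note: potency is the fitted concentration of half-maximal effect; 0% = no-compound wells and -100% = no-enzyme wells; nearly all actives have a fitted effect of over 25% in size; some results filed as inactive show a strong effect at the top dose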
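AmpC (5.3 nM in the dispensed reagent) in 20 mM phosphate pH 7.0 with 0.01% (detergent screen) or 0.0001% Triton X-100 was preincubated with compounds for 15 min at room temperature. Nitrocefin was then added from an 800 uM solution, and hydrolysis was followed at 480 nm.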
HCMV antiviral: human cytomegalovirus inhibition. HFF cells, HCMV-luciferase reporter, 72 h; stronger effect = lower value. activity change, negative = inhibition, % at 57.5 µM. 4.5% of 410,000 active; in the data active = activity change below about -60%; inconclusive = no clear call, values can overlap the other calls; inactive = above about -39%
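Cell-based, HFFs, 1000 cells/well, 16 h 37C; cpds in DMSO + HCMV-luc, MOI 1 PFU/cell; 72 h 37C; OneGlo luminescence after 5 min RT; norm. to buffer vs Salinomycin 10uM.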
* marks the source's active call; other numbers are inactive results; & = joins results of further samples; [ ] = remark or other dose. Unless noted, calls come from the whole dose curve; as a rule, active = well fitted curve in the direction sought with a large enough effect; inconclusive = small, poorly fitted or top-dose-only effect, or another doubt; inactive = no such curve, though single readings can be large; an effect the other way counts as inactive or inconclusive. Unless noted, % is set by controls: 0 for no effect and ±100 for the full control effect.

`CC(=O)c1c(C)[nH]c(C(=O)OCC(=O)NCc2ccc3c(c2)OCO3)c1C` gave AmpC no deterg -12%, Sm TGR block -1%, HCV inh inconclusive, AmpC inh detg -2% and HCMV antiviral -10.
Screening CC1Cc2cc(/C(O)=C3\C(=O)C(=O)N(Cc4cccnc4)C3c3ccccc3F)ccc2O1 (centres undefined) returned AmpC no deterg -3%, FBPA Giardia inh 21%, Sm TGR block -19%, HCV inh 5% and AmpC inh detg -9%.
`CCOC(=O)C1=C(C)N(C)C(=S)NC1c1cccc(Cl)c1Cl` (centres undefined) gave AmpC no deterg -34%, FBPA Giardia inh 1%, HCV inh 1%, AmpC inh detg inconclusive and HCMV antiviral inconclusive.
Screening O=C(N/N=C\c1cc2c(cc1Cl)OCO2)c1cccnc1 returned AmpC no deterg -13%, FBPA Giardia inh 1%, Sm TGR block -11%, HCV inh -2%, AmpC inh detg -8% and HCMV antiviral -21.
COc1cc2nc(NCCC(C)C)n3nc(-c4ccccc4)nc3c2cc1OC was read as Sm TGR block -5%, AmpC inh detg 17% and HCMV antiviral -2.
`CCCNC(=O)C(=O)NCC1CCCN1CC` (centres undefined) gave AmpC no deterg -25%, FBPA Giardia inh -10%, Sm TGR block 2%, HCV inh 27%, AmpC inh detg -8% and HCMV antiviral 4.
For O=C(Nc1cccnc1)c1cc(-c2ccc(Cl)cc2)on1 the results were AmpC no deterg -17%, FBPA Giardia inh 2%, Sm TGR block -2%&1%, HCV inh 18%, AmpC inh detg 3%&24% and HCMV antiviral inconclusive.
For CN1CCN(C(=O)c2ccccc2NC(=O)COc2ccccc2Cl)CC1 the results were AmpC no deterg -11%, Sm TGR block 5%, HCV inh -3%, AmpC inh detg -11% and HCMV antiviral 30.
`COc1cc(CN2CCC(Cc3ccccc3)CC2)c([N+](=O)[O-])cc1OC` gave AmpC no deterg 6%, FBPA Giardia inh inconclusive, Sm TGR block 4%, HCV inh inconclusive, AmpC inh detg inconclusive and HCMV antiviral 2.
`COc1ccc(N(CC(=O)NC2CCS(=O)(=O)C2)S(=O)(=O)c2cc(C)ccc2C)cc1` (centres undefined) gave AmpC no deterg 47%, HCV inh 16% and HCMV antiviral 5.
`O=C(Nc1nnc(C2=COCCO2)o1)c1ccc([N+](=O)[O-])cc1` gave AmpC no deterg -1%, Sm TGR block -3%, HCV inh 9%, AmpC inh detg 7% and HCMV antiviral -98*.
Screening C=CCN(c1ccccc1)S(=O)(=O)c1cccc(C(=O)NCc2ccco2)c1 returned AmpC no deterg -29%, HCV inh inconclusive and HCMV antiviral inconclusive.
`O=C(CNC(=O)C1CCCCC1)NNC(=O)c1ccc(Cl)cc1Cl` gave AmpC no deterg -26%, Sm TGR block 0%, HCV inh 18%, AmpC inh detg -5% and HCMV antiviral -30.
CCCCN(C)C(=O)c1nc2ccccn2c1CN1CCN(C/C=C/c2ccccc2)CC1 was read as AmpC no deterg 143%[activator], FBPA Giardia inh 3%, Sm TGR block -19%, HCV inh inconclusive, AmpC inh detg -7% and HCMV antiviral -21.
Screening COc1ccc(NC(=O)CSc2nnc(Cn3cnc([N+](=O)[O-])n3)n2C)cc1 returned AmpC no deterg -26%, FBPA Giardia inh -13%, Sm TGR block 5%, HCV inh 1%, AmpC inh detg inconclusive and HCMV antiviral -8.
CS(=O)(=O)Nc1ccc(-c2cn3cccnc3n2)cc1 was read as AmpC no deterg -13%, FBPA Giardia inh -1%, Sm TGR block -30%, HCV inh 24%, AmpC inh detg 1% and HCMV antiviral 23.
Screening CCc1ccc(NC(=O)Cn2c3[n+](c4c(F)c(F)ccc42)CCCCC3)cc1 returned AmpC no deterg 5%[11.4 µM], FBPA Giardia inh -11%, Sm TGR block -35%, HCV inh inconclusive, AmpC inh detg -14% and HCMV antiviral -20.
Screening Cc1ccc(CCC(=O)Nc2ccc(Br)cc2)o1 returned AmpC no deterg -17%, FBPA Giardia inh 0%, Sm TGR block -24%, HCV inh 2%, AmpC inh detg 2% and HCMV antiviral -15.
For CCN=C1SC(C(=O)Nc2ccc(Cl)c(Cl)c2)CC(=O)N1CC (centres undefined) the results were AmpC no deterg -9%, FBPA Giardia inh 3%, Sm TGR block 7%, HCV inh 4%, AmpC inh detg -15% and HCMV antiviral 5.
For CC(=O)N1CCN(Cc2nc3cc(NC(=O)c4ccccc4Cl)ccc3n2C)CC1 the results were AmpC no deterg 6%, FBPA Giardia inh 5%, HCV inh -20%, AmpC inh detg -6% and HCMV antiviral -21.
For Cc1cc(C)cc(NC(=O)COC(=O)CCc2ccc(S(=O)(=O)N3CCOCC3)cc2)c1 the results were AmpC no deterg -18%[11.4 µM], FBPA Giardia inh 0%, Sm TGR block 12%, HCV inh -4%, AmpC inh detg inconclusive and HCMV antiviral 0.
COC(CNC(=O)c1ccc2c(c1)ncn2-c1ccc(F)cc1F)OC was read as AmpC no deterg -14%, FBPA Giardia inh 10%, Sm TGR block -9%, HCV inh 18%, AmpC inh detg -9% and HCMV antiviral -27.
`Cc1nc(C)c(C(=O)Nc2cccc(F)c2)s1` gave AmpC no deterg 7%, FBPA Giardia inh 8%, Sm TGR block -15%, HCV inh -9%, AmpC inh detg 0% and HCMV antiviral 31.
Screening Cc1cccc(C)c1NC(=O)CN(C)CC(=O)N(C)CC(=O)Nc1ccccc1Br returned AmpC no deterg 6%, Sm TGR block 0%, HCV inh 30%, AmpC inh detg 6% and HCMV antiviral 0.
For CCc1nn(CC(=O)NC2CCN(Cc3ccccc3)CC2)c(=O)c2cc3cc(F)ccc3n12 the results were AmpC no deterg 1%, FBPA Giardia inh -10%, Sm TGR block -11%, HCV inh inconclusive, AmpC inh detg -6% and HCMV antiviral -27.
Screening NC(=O)CC(NC(=O)Cc1cccc2ccccc12)c1ccc(NC2CCCCC2)c([N+](=O)[O-])c1 (centres undefined) returned AmpC no deterg -9%, FBPA Giardia inh 1%, Sm TGR block -1%, HCV inh 21%, AmpC inh detg 8% and HCMV antiviral 2.
Screening CCOC(=O)c1[nH]c(=O)c2ccccc2c1O returned AmpC no deterg -8%, FBPA Giardia inh inconclusive, Sm TGR block -9%, HCV inh 0%, AmpC inh detg -10% and HCMV antiviral 62.
`COc1ccccc1CNC(=O)CNCC1CCCO1` (centres undefined) gave AmpC no deterg -9%, FBPA Giardia inh inconclusive, Sm TGR block -12%, HCV inh 25%, AmpC inh detg inconclusive and HCMV antiviral 34.
Screening Cc1ccc(-n2nnnc2CNC(=O)c2ccccc2C)cc1C returned Sm TGR block 13%, AmpC inh detg 8% and HCMV antiviral -15.
Screening O=C(NCN1CCOCC1)c1cnccn1 returned AmpC no deterg -6%, Sm TGR block -4%, HCV inh 10%, AmpC inh detg -14% and HCMV antiviral -13.
Screening O=C1C2C(C(=O)N1/N=C/c1cc([N+](=O)[O-])c(O)cc1O)C1C=CC2C12CC2 (centres undefined) returned AmpC no deterg -39%, FBPA Giardia inh -13%, Sm TGR block 4%, HCV inh -1%, AmpC inh detg -10% and HCMV antiviral -29.
For CCOc1cccc(NC(=O)/C(C#N)=C/c2cccnc2)c1 the results were AmpC no deterg -41%, FBPA Giardia inh -3%, Sm TGR block -28%, HCV inh -2%, AmpC inh detg -4% and HCMV antiviral 0.
For CCc1ccc(N2CC(C(=O)Nc3ccc4c(c3)OCCO4)CC2=O)cc1 (centres undefined) the results were AmpC no deterg 18%, FBPA Giardia inh 6%, Sm TGR block 10%, HCV inh -26%, AmpC inh detg -11% and HCMV antiviral inconclusive.
COc1ccc(S(=O)(=O)N2CCCOC2CNC(=O)C(=O)NCCCN2CCOCC2)cc1 (centres undefined) was read as AmpC no deterg 49%, FBPA Giardia inh 12%, Sm TGR block 6%, HCV inh 5%, AmpC inh detg -4% and HCMV antiviral inconclusive.
Screening Cn1c(SCC(=O)Nc2cccnc2)nnc1-c1ccccc1F returned AmpC no deterg -13%, FBPA Giardia inh 0%, Sm TGR block 3%, HCV inh -20%, AmpC inh detg -9% and HCMV antiviral -29.
O=C(O)c1ccc(OCC2CCCO2)cc1 (centres undefined) was read as AmpC no deterg -3%, FBPA Giardia inh -4%, Sm TGR block -6%, HCV inh 5%, AmpC inh detg inconclusive and HCMV antiviral 63.
For Cc1cccc(NC(=O)N2CCC(CN3CCCCCC3)CC2)c1C the results were Sm TGR block inconclusive, AmpC inh detg -7% and HCMV antiviral inconclusive.
`COc1ccc(C(CNC(=O)c2cccc(NS(=O)(=O)c3ccc(Br)cc3)c2)N(C)C)cc1` (centres undefined) gave AmpC no deterg 29%, Sm TGR block 2%, HCV inh inconclusive, AmpC inh detg -1% and HCMV antiviral -2.
`Cc1ccc(-c2csc(N3CCC(C(N)=O)CC3)n2)cc1` gave AmpC no deterg 19%&16%, Sm TGR block -3%&-1%, AmpC inh detg inconclusive and HCMV antiviral 88.
For CCCCN(Cc1ccco1)S(=O)(=O)c1csc(C(N)=O)c1 the results were AmpC no deterg -15%, FBPA Giardia inh 3%, Sm TGR block inconclusive, HCV inh 8%, AmpC inh detg inconclusive and HCMV antiviral -3.

Gathered by group, the compounds so far with fluorine
Screening CC1Cc2cc(/C(O)=C3\C(=O)C(=O)N(Cc4cccnc4)C3c3ccccc3F)ccc2O1 (centres undefined) returned AmpC no deterg -3%, FBPA Giardia inh 21%, Sm TGR block -19%, HCV inh 5% and AmpC inh detg -9%.
Screening CCc1ccc(NC(=O)Cn2c3[n+](c4c(F)c(F)ccc42)CCCCC3)cc1 returned AmpC no deterg 5%[11.4 µM], FBPA Giardia inh -11%, Sm TGR block -35%, HCV inh inconclusive, AmpC inh detg -14% and HCMV antiviral -20.
COC(CNC(=O)c1ccc2c(c1)ncn2-c1ccc(F)cc1F)OC was read as AmpC no deterg -14%, FBPA Giardia inh 10%, Sm TGR block -9%, HCV inh 18%, AmpC inh detg -9% and HCMV antiviral -27.
`Cc1nc(C)c(C(=O)Nc2cccc(F)c2)s1` gave AmpC no deterg 7%, FBPA Giardia inh 8%, Sm TGR block -15%, HCV inh -9%, AmpC inh detg 0% and HCMV antiviral 31.
For CCc1nn(CC(=O)NC2CCN(Cc3ccccc3)CC2)c(=O)c2cc3cc(F)ccc3n12 the results were AmpC no deterg 1%, FBPA Giardia inh -10%, Sm TGR block -11%, HCV inh inconclusive, AmpC inh detg -6% and HCMV antiviral -27.
Screening Cn1c(SCC(=O)Nc2cccnc2)nnc1-c1ccccc1F returned AmpC no deterg -13%, FBPA Giardia inh 0%, Sm TGR block 3%, HCV inh -20%, AmpC inh detg -9% and HCMV antiviral -29.

Screening data from PubChem BioAssay.
